IDH1 mut inh: inhibitors of IDH1 R132H reductase, primary screen, biochemical, plate reader, single point | Isocitrate dehydrogenase [NADP] cytoplasmic (Homo sapiens), O75874 | diaphorase/resazurin fluorescence, 60 min | inhibition, % at 10 µM | hit rate 0.18% among 70,000 | AID 624101, 2012; in the data active = inhibition above about 34%; inconclusive = no clear call, values can overlap the other calls; inactive = below about 11%;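 also: 0% = DMSO and 100% = no enzyme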
PRC2 inh: EZH2/PRC2 methyltransferase inhibitors, primary screen, biochemical, DELFIA time-resolved fluorescence, single point; Histone-lysine N-methyltransferase EZH2 (Homo sapiens), Q15910; PRC2 H3K27 methylation, DELFIA TRF, 1 h; inhibition, % at 12.5 µM; hit rate 0.35% among 57,000; AID 651548, 2012;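 active = mean inhibition of replicates at least 50% and every single replicate also reaching 50%; inconclusive = mean inhibition at least 50% but some replicate falls below 50%; inactive = mean inhibition under 50%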;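 also: dimethyl H3K27 on biotinylated H3 21-44 peptide detected by antibody; plate controls were median neutral control wells for no effect and median positive control wells for full effect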
Target sequence (Q15910 whole entry, looked up): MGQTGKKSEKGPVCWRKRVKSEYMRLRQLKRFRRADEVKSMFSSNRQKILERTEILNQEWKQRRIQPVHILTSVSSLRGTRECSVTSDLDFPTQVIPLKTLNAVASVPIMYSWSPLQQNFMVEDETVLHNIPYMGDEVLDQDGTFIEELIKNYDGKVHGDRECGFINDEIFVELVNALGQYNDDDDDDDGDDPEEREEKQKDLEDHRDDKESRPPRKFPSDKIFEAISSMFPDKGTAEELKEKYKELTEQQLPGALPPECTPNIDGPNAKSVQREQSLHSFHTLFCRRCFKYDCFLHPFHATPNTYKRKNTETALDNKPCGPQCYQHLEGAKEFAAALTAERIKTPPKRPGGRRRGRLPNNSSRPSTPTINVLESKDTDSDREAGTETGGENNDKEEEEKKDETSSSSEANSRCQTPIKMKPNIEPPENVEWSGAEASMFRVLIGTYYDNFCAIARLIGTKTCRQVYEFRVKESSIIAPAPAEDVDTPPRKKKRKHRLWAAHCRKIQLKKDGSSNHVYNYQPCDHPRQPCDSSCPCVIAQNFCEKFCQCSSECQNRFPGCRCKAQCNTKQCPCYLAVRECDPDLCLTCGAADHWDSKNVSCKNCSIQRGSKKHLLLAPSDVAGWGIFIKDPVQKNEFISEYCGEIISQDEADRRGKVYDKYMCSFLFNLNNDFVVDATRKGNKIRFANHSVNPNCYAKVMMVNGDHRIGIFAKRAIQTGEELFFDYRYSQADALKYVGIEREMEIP
* marks the source's active call; other numbers are inactive results; ? = inconclusive; · = not tested or not shown.

Molecule | IDH1 mut inh | PRC2 inh
CCOc1cc(C2N=C(Nc3nc4ccccc4o3)NC3=C2C(=O)CC(C)(C)C3)ccc1O (stereo not given) | 0.0 | -15.9
CO[C@@H]1CN(C)C(=O)c2cc(NC(=O)C3CC3)ccc2OC[C@@H](C)N(Cc2cccnc2)C[C@@H]1C | -0.2 | 0.4
Cc1noc(C)c1NC(=O)N(C)C[C@H]1Oc2ccc(NC(=O)Cc3ccccc3)cc2CC(=O)N([C@H](C)CO)C[C@H]1C | -0.7 | 11.0
C[C@H]1CN([C@@H](C)CO)C(=O)c2cccc(NS(C)(=O)=O)c2O[C@H]1CN(C)C(=O)Nc1ccc(F)cc1 | · | 7.9
C[C@@H]1CN([C@@H](C)CO)S(=O)(=O)c2ccc(C#CCN(C)C)cc2O[C@H]1CN(C)C(=O)C1CCCCC1 | · | -5.9
Cc1ccc(-c2ccc3c(c2)O[C@@H](CN(C)Cc2ccccn2)[C@H](C)CN([C@@H](C)CO)S3(=O)=O)cc1 | -2.9 | 21.5
C[C@@H]1CN([C@@H](C)CO)C(=O)c2ccccc2-c2ccccc2CO[C@@H]1CN(C)S(C)(=O)=O | 0.5 | 2.5
C[C@@H]1CCCCO[C@@H](CN(C)S(C)(=O)=O)[C@H](C)CN([C@@H](C)CO)C(=O)c2cc(NC(=O)CCCN(C)C)ccc2O1 | 0.4 | -2.9
C[C@@H](NC(=O)C[C@H]1C=C[C@@H](NC(=O)CN2CCOCC2)[C@H](CO)O1)c1ccccc1 | 0.0 | 4.0
CO[C@H]1CN(C)C(=O)c2ccc(NC(=O)C3CC3)cc2OC[C@@H](C)N(C(=O)CN2CCOCC2)C[C@H]1C | -0.1 | 8.5
C[C@H]1CN([C@@H](C)CO)C(=O)CCCn2nncc2CO[C@H]1CN(C)C(=O)Nc1ccc(N2CCN(C)CC2)cc1 | 1.9 | 2.1
CCC(=O)N1C[C@@H](C)[C@@H](OC)CN(C)C(=O)c2ccc(NC(=O)c3cc(C)on3)cc2OC[C@H]1C | · | 9.4
C[C@H]1CN([C@@H](C)CO)C(=O)c2cc(C#CC3CCCC3)cnc2O[C@@H]1CN(C)S(C)(=O)=O | -1.1 | -16.2
C[C@H]1CN([C@@H](C)CO)C(=O)CCCn2cc(nn2)CO[C@H]1CN(C)Cc1ccncc1 | 2.3 | -0.7
COc1ccccc1N1CCN(CCCCNC(=O)c2ccc3ccccc3c2)CC1 | -0.6 | 2.3
C[C@@H]1CN([C@@H](C)CO)C(=O)c2cc(C#CCN(C)C)cnc2O[C@@H]1CN(C)C(=O)Nc1cc(F)ccc1F | -0.9 | ·
C[C@@H]1CN([C@H](C)CO)C(=O)c2cccc(NS(C)(=O)=O)c2O[C@@H]1CN(C)Cc1ccc(Cl)c(Cl)c1 | -0.3 | -2.7
COc1ccc(CNC(=O)C[C@@H]2C[C@H]3c4cc(NC(=O)CN(C)C)ccc4O[C@H]3[C@H](CO)O2)cc1 | -1.1 | -8.0
C[C@H]1CN([C@@H](C)CO)S(=O)(=O)c2ccc(-c3cccc(C(=O)N(C)C)c3)cc2O[C@H]1CN(C)C(=O)Nc1ccccc1 | 0.3 | ·
COC(=O)CCCCCCC(=O)N/N=C/c1ccc(F)cc1 | 0.3 | -5.7
CC(C)NC(=O)N[C@H]1CC[C@@H](CCn2cc(-c3ccccc3)nn2)O[C@H]1CO | -0.3 | -1.2
O=C(C[C@@H]1C[C@@H]2c3cc(NS(=O)(=O)c4ccc(F)cc4)ccc3O[C@@H]2[C@H](CO)O1)NCc1ccncc1 | 0.0 | 3.1
CNC[C@H]1Oc2ccc(NC(=O)Nc3ccc4c(c3)OCO4)cc2CC(=O)N([C@@H](C)CO)C[C@H]1C | 2.6 | 2.4
CN(C)C(=O)C[C@H]1CC[C@H](NC(=O)C2CC2)[C@H](CO)O1 | 0.1 | -5.7
CCS(=O)(=O)Nc1ccc2c(c1)C(=O)N(C)C[C@H](OC)[C@@H](C)CN(C)[C@H](C)CO2 | 0.1 | 0.2
COc1cccc(S(=O)(=O)N[C@@H]2C=C[C@@H](CC(=O)NC3Cc4ccccc4C3)O[C@@H]2CO)c1 | 0.0 | -2.4
CCCNC(=O)Nc1ccc2c(c1)C(=O)N(C)C[C@H](OC)[C@H](C)CN(C(C)=O)[C@@H](C)CO2 | -0.2 | 7.6
C[C@@H]1CN([C@@H](C)CO)C(=O)c2cc(NS(=O)(=O)c3cccs3)ccc2O[C@@H]1CN(C)C(=O)NC1CCCCC1 | 0.8 | ·
Cc1ccc(S(=O)(=O)N(C)C[C@H]2OCCCC[C@@H](C)Oc3ccc(NS(C)(=O)=O)cc3C(=O)N([C@H](C)CO)C[C@H]2C)cc1 | -0.1 | ·
COc1ccc(S(=O)(=O)N(C)CC(=O)NC2CCCC2)cc1C | 0.0 | -3.3

Pulled by structure from the list above, 2 records:
Molecule | IDH1 mut inh | PRC2 inh
C[C@H]1CN([C@@H](C)CO)C(=O)c2cccc(NS(C)(=O)=O)c2O[C@H]1CN(C)C(=O)Nc1ccc(F)cc1 | · | 7.9
COc1ccc(S(=O)(=O)N(C)CC(=O)NC2CCCC2)cc1C | 0.0 | -3.3

Following part:
Molecule | IDH1 mut inh | PRC2 inh
C[C@@H]1CN([C@@H](C)CO)C(=O)CCCn2nncc2CO[C@@H]1CN(C)C(=O)Nc1ccc(N2CCCCC2)cc1 | · | 8.4
C/C=C/c1cnc2c(c1)C(=O)N([C@H](C)CO)C[C@H](C)[C@H](CN(C)S(=O)(=O)c1ccc(F)cc1)O2 | 14.4 | -12.0
CNC[C@@H]1Oc2ccc(NC(=O)Nc3ccc(OC)cc3)cc2CC(=O)N([C@@H](C)CO)C[C@H]1C | 1.7 | 12.2
C[C@H]1CCCCO[C@H](CN(C)C)[C@@H](C)CN([C@@H](C)CO)C(=O)c2cc(NC(=O)c3ccccc3)ccc2O1 | 1.1 | 5.2
CCS(=O)(=O)Nc1ccc2c(c1)C(=O)N(C)C[C@H](OC)[C@H](C)CN(CC1CCCC1)[C@H](C)CO2 | · | 12.3
C[C@H](CO)N1C[C@H](C)[C@H](CN(C)C)Oc2cc(C#CC3(O)CCCC3)ccc2S1(=O)=O | 1.3 | 6.2
C[C@@H]1CCCCO[C@H](CN(C)C(=O)c2ccccc2)[C@H](C)CN([C@@H](C)CO)C(=O)c2cc(NS(=O)(=O)c3cn(C)cn3)ccc2O1 | 0.1 | ·
C[C@@H]1CN([C@H](C)CO)C(=O)c2cc(NC(=O)CCCN(C)C)ccc2O[C@@H](C)CCCCO[C@H]1CN(C)Cc1ccccc1 | 2.4 | -5.8
CC(=O)N(C)C[C@@H]1Oc2ncc(C#Cc3ccc(F)cc3)cc2C(=O)N([C@@H](C)CO)C[C@@H]1C | -0.3 | -7.4
C[C@H](CO)N1C[C@H](C)[C@H](CN(C)CC2CC2)Oc2c(NC(=O)NC3CCCCC3)cccc2C1=O | 1.0 | -13.4
COc1ccccc1CNC(=O)C[C@H]1C[C@H]2c3cc(NC(=O)CC4CC4)ccc3O[C@H]2[C@@H](CO)O1 | -0.2 | -4.7
C[C@@H]1CN([C@H](C)CO)C(=O)c2cc(C#CC3CC3)cnc2O[C@@H]1CN(C)C(=O)CC1CC1 | -2.2 | -6.3
COCC(=O)N(C)C[C@H]1Oc2ncc(C#Cc3ccccc3)cc2C(=O)N([C@@H](C)CO)C[C@@H]1C | -2.9 | -1.1
C[C@@H]1O[C@@H](O[C@H]2[C@H](Oc3cc(O)c4c(c3)O[C@H](c3ccc(O)c(O)c3)CC4=O)O[C@H](CO)[C@@H](O)[C@@H]2O)[C@H](O)[C@H](O)[C@H]1O | -1.6 | 4.2
CSC(=NCc1sccc1COc1ccc(Cl)cc1)NC#N | · | -4.0

Full records as entered above:
C[C@@H]1CN([C@H](C)CO)C(=O)c2cc(C#CC3CC3)cnc2O[C@@H]1CN(C)C(=O)CC1CC1 in the list: IDH1 mut inh = -2.2; PRC2 inh = -6.3
CCS(=O)(=O)Nc1ccc2c(c1)C(=O)N(C)C[C@H](OC)[C@H](C)CN(CC1CCCC1)[C@H](C)CO2 in the list: IDH1 mut inh = ·; PRC2 inh = 12.3
C[C@@H]1CCCCO[C@H](CN(C)C(=O)c2ccccc2)[C@H](C)CN([C@@H](C)CO)C(=O)c2cc(NS(=O)(=O)c3cn(C)cn3)ccc2O1 in the list: IDH1 mut inh = 0.1; PRC2 inh = ·

Additional compounds follow.
Molecule | IDH1 mut inh | PRC2 inh
O=C(CSc1nc2sc3c(c2c(=O)n1-c1ccccc1)CCCC3)Nc1ccccc1 | 0.4 | -8.5
O=C(C[C@@H]1C[C@H]2c3cc(NC(=O)NC4CCCC4)ccc3O[C@H]2[C@H](CO)O1)NC1CCCCC1 | 0.1 | -7.1
CS(=O)(=O)N1CCN(CC(O)Cn2c3ccc(Cl)cc3c3cc(Cl)ccc32)CC1 (stereo not given) | 0.2 | -17.2
Cc1noc(C)c1NC(=O)N(C)C[C@H]1Oc2c(NC(=O)CCCCCC(=O)Nc3ccccc3N)cccc2C(=O)N([C@@H](C)CO)C[C@@H]1C | 0.6 | -0.4
C[C@H](CO)N1C[C@H](C)[C@H](CN(C)C(=O)Nc2ccccc2)Oc2c(cccc2N(C)C)C1=O | 1.7 | 0.2
O=C(N/N=C/c1cccc(B(O)O)c1)c1ccccn1 | -0.4 | 1.2
C[C@H]1CN([C@@H](C)CO)S(=O)(=O)c2ccc(-c3ccccc3F)cc2O[C@H]1CN(C)Cc1cccnc1 | ? | -9.2
O=C(Nc1ccccc1F)N[C@H]1CC[C@@H](CCNS(=O)(=O)c2ccc(Cl)cc2)O[C@H]1CO | -0.2 | 0.1
O=C(Nc1ccc2c(c1)[C@H]1C[C@H](CC(=O)N3CCc4ccccc4C3)O[C@@H](CO)[C@H]1O2)C1CCOCC1 | 0.0 | -1.5
C[C@@H]1CN([C@@H](C)CO)C(=O)c2cc(-c3ccc(C(=O)N(C)C)cc3)cnc2O[C@H]1CN(C)C(=O)c1cccnc1 | -0.2 | ·
CC(C)NC(=O)N(C)C[C@@H]1Oc2ccc(NC(=O)Nc3ccc(F)cc3)cc2C(=O)N([C@@H](C)CO)C[C@@H]1C | 2.5 | -6.2
Cc1noc(C)c1S(=O)(=O)N(C)C[C@H]1OCCCC[C@H](C)Oc2ccc(NS(=O)(=O)c3cccs3)cc2C(=O)N([C@@H](C)CO)C[C@H]1C | 6.3 | ·
O=C(C[C@@H]1C=C[C@@H](NC(=O)C2CCOCC2)[C@@H](CO)O1)NCC1CC1 | 0.0 | 8.4
C/C=C/c1ccc2c(c1)O[C@H](CN(C)C(=O)NCCC)[C@@H](C)CN([C@@H](C)CO)S2(=O)=O | 0.1 | 8.2
CC(C)C#Cc1ccc2c(c1)O[C@@H](CN(C)Cc1ccncc1)[C@H](C)CN([C@@H](C)CO)S2(=O)=O | 3.1 | 9.1
COc1ccc(NC(=O)Nc2ccc3c(c2)[C@H]2C[C@H](CC(=O)N4CCCCC4)O[C@H](CO)[C@H]2O3)cc1 | -1.4 | 3.0
O=C(NCC[C@@H]1CC[C@H](NS(=O)(=O)Cc2ccccc2)[C@H](CO)O1)C1CCOCC1 | -0.2 | 4.9
C[C@H](CO)N1C[C@H](C)[C@@H](CN(C)S(=O)(=O)c2ccccc2)Oc2cc(C#Cc3ccncc3)ccc2S1(=O)=O | -0.3 | ·
Cc1nc(SCC(=O)NCc2ccco2)c2c3c(sc2n1)CCC3 | -0.1 | 9.9
COc1ccc(NC(=O)Nc2ccc3c(c2)C(=O)N([C@@H](C)CO)C[C@H](C)[C@H](CN(C)S(=O)(=O)c2cccs2)O3)cc1 | 2.6 | ·
O=C(C[C@H]1C[C@@H]2c3cc(NC(=O)c4cccnc4)ccc3O[C@@H]2[C@@H](CO)O1)NCc1cc(F)ccc1F | -0.4 | -0.9
O=C(COc1ccccc1[N+](=O)[O-])Nc1cccc(Cl)c1N1CCOCC1 | 0.0 | 6.2
O=C(NCC[C@H]1CC[C@@H](NS(=O)(=O)c2ccc(Cl)cc2)[C@H](CO)O1)c1ccc2c(c1)OCO2 | -0.1 | -8.8
COCC(=O)Nc1ccc2c(c1)[C@@H]1C[C@@H](CC(=O)N3CCOCC3)O[C@@H](CO)[C@@H]1O2 | -6.4 | 5.0
CO[C@H]1CN(C)C(=O)c2ccc(NC(C)=O)cc2OC[C@@H](C)N(C(=O)c2ccccc2F)C[C@H]1C | · | -7.1
CO[C@@H]1CN(C)C(=O)c2cc(NS(C)(=O)=O)ccc2OC[C@@H](C)N(C(=O)C2CCC2)C[C@H]1C | -0.1 | -0.1
COc1cccc(S(=O)(=O)Nc2ccc3c(c2)[C@H]2C[C@H](CC(=O)NCc4cccc(F)c4)O[C@@H](CO)[C@H]2O3)c1 | -0.9 | -19.1
O=C(COc1ccc(Br)cc1)Nc1cccc2ncccc12 | 0.2 | 5.8
C[C@H]1CN([C@@H](C)CO)C(=O)Cc2cc(NC(=O)Nc3ccccc3)ccc2O[C@@H]1CN(C)CC1CCCCC1 | 0.2 | ·
C[C@H](CO)N1C[C@H](C)[C@@H](CN(C)Cc2ccc(Oc3ccccc3)cc2)Oc2ccc(NS(=O)(=O)c3ccccc3)cc2CC1=O | 0.0 | ·
C[C@H](CO)N1C[C@H](C)[C@H](CN(C)C)Oc2ccc(NC(=O)Nc3ccc4c(c3)OCO4)cc2C1=O | -0.9 | -7.4
O=C(NCC[C@H]1CC[C@@H](NC(=O)Nc2cc(F)ccc2F)[C@H](CO)O1)Nc1ccc(F)cc1 | 0.1 | -1.4
C[C@@H]1CCCCO[C@H](CN(C)Cc2ccncc2)[C@H](C)CN([C@@H](C)CO)C(=O)c2cc(NS(C)(=O)=O)ccc2O1 | 7.2 | -11.5
O=C(NCc1cccnc1)c1cccc(NC(=O)c2ccco2)c1 | 0.2 | -2.7

The list is partial; the hit share may differ from the screen's.
